Source: PubChem
FLuc inh: Firefly luciferase inhibition profiling of diverse chemical library using quantitative high-throughput screening | purified P. pyralis luciferase, luminescence, biochemical | Potency, µM (highest dose often 115 µM), inactives show at the top dose activity change, negative = inhibition, actives largely listed as inhibitors | 2.5% of 76,000 active | AID 1347043, 2019; also: potency is read from the fitted curve at half-maximal effect; nearly all actives have a fitted effect of over 65% in size
Target sequence (P08659 whole entry, looked up): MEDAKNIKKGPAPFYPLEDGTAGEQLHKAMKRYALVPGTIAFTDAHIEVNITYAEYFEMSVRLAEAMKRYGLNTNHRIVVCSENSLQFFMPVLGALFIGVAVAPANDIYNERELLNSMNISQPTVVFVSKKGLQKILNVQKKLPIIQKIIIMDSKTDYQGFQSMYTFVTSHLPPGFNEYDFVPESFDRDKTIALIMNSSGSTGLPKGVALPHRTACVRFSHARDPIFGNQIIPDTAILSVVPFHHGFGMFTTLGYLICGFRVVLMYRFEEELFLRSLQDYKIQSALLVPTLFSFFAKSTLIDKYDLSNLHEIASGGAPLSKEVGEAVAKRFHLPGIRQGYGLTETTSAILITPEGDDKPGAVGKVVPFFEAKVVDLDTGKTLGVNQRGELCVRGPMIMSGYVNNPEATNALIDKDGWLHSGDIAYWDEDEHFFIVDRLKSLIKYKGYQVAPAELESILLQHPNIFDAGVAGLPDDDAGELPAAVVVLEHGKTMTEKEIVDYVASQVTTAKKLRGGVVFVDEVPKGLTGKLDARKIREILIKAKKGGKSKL
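FLuc 10nM, D-luciferin 10uM, ATP 10uM, Mg acetate 10mM, Tris acetate pH 7.5, Tween/BSA; cpd qHTS; enzyme added last; CCD luminescence.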
GPT2 inh: Primary qHTS assay for inhibitors of Glutamate pyruvate transaminase 2 (GPT2); Alanine aminotransferase 2 (Homo sapiens), Q8TD30; Recombinant GPT2, coupled pyruvate oxidase/HRP Amplex Red fluorescence; Potency, µM (top dose mostly 57.7 µM), for inactives: at the highest dose activity change, negative = inhibition, usual class: inhibitors; 0.25% of 100,000 active; AID 1671188, 2021; also: potency is read from the fitted curve at half-maximal effect; nearly all actives have a fitted effect of over 60% in size; many of its hits are not listed in these tables
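Inhibition is scored from Amplex Red fluorescence generated when pyruvate oxidase and HRP act on pyruvate released by GPT2. Reactions contain 10ng/uL enzyme, 250uM a-KG and 2mM L-alanine and run 30 min at room temperature.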
SNCA expr inhib: Primary qHTS assay for inhibitors of alpha-synuclein gene (SNCA) expression; HEK-293 SNCA-luciferase knock-in, luminescence, 24 h; Potency, µM (doses to about 57.2 µM), for the others: top-dose activity change, negative = inhibition, usual class: inhibitors; 0.17% of 140,000 active;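 also: potency is read from the fitted curve at half-maximal effect; plate controls were DMSO cells for no effect and cell-free wells for full effect; nearly all actives have a fitted effect of over 45% in size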
IP6K1 inh: Primary qHTS assay for small molecule inhibitors of Inositol hexaphosphate kinase 1 (IP6K1) | Inositol hexakisphosphate kinase 1 (Homo sapiens), Q92551 | IP6K1 kinase, ADP-Glo luminescence, 2 h; hits give low values | activity change, % (series mostly up to about 58 µM) | 0.81% of 140,000 active; in the data active = activity change below about -25%
Target sequence (Q92551 whole entry, looked up): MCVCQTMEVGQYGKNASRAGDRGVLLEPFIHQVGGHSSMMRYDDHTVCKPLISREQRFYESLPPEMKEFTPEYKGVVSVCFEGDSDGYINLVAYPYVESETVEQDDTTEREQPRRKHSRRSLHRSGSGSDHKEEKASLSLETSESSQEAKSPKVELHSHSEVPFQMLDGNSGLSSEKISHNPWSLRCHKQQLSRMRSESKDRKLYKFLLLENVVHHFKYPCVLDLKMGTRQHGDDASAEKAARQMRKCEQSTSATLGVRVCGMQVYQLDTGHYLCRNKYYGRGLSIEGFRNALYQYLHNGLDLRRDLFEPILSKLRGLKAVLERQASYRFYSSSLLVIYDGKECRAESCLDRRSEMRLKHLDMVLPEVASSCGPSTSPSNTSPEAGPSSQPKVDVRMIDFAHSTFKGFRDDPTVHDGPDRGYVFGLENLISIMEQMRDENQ
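ADP-Glo luminescence measures ADP made by human IP6K1 during a 2 h RT reaction with ATP/IP6 (mix at 1.3 mM/130 uM); top library doses 57.5 and 19.1 uM final.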
HEK cytotox: Cytotoxic Profiling in HEK 293 Cell Line of Diverse Libraries Using Quantitative High-Throughput Screening; HEK 293 viability, ATP luminescence (CellTiter-Glo), 48-72 h; Potency, µM (titrated, usually from 115 µM), inactives show top-dose activity change, negative = cytotoxicity, most hits filed as inhibitors; 6.6% of 94,000 active; also: potency is read from the fitted curve at half-maximal effect; nearly all actives have a fitted effect of over 60% in size
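Viability of HEK 293 cells, plated at 250 cells/well, was judged by cellular ATP after compound treatment for 48 or 72 hr. Luminescence was imaged 10 min after CellTiter-Glo addition at room temperature.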
NIH3T3 tox: Cytotoxic Profiling in NIH 3T3 Cell Line of Diverse Libraries Using Quantitative High-Throughput Screening; 4.3% of 94,000 active; AID 1345082, 2018; Potency, µM (top dose mostly 96.7 µM), for the others: top-dose activity change, negative = cytotoxicity, actives largely listed as inhibitors; NIH 3T3 viability, CellTiter-Glo ATP luminescence, 48-72 h; also: potency is read from the fitted curve at half-maximal effect; nearly all actives have a fitted effect of over 55% in size
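Mouse fibroblast NIH 3T3 cells, 400 per well, received compound via pintool and were incubated for 48 or 72 hr prior to CellTiter-Glo ATP luminescence measurement.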
HEK293 viab: GF-AFC viability counterscreen for inhibitors of alpha-synuclein gene (SNCA) expression | HEK-293-SNCA-luc viability, GF-AFC fluorescence, 24 h | Potency, µM (series often up to 57.1 µM), inactives show at the highest dose activity change, negative = cytotoxicity, most hits filed as cytotoxic | 0.12% of 150,000 active;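 also: potency is read from the fitted curve at half-maximal effect; 0% = DMSO-treated cells and -100% = medium-only wells without cells; nearly all actives have a fitted effect of over 30% in size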
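Cytotoxicity counterscreen: after 24 h compound treatment of genome-edited SNCA-luciferase HEK-293 cells, live-cell protease substrate GF-AFC read by fluorescence after 30 min; activity scaled between DMSO (0%) and medium-only (-100%), curves Hill-fitted.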
Starred values were filed as active, the others as inactive; i = inactive; ? = inconclusive; nt = no result given; & = joins results of further samples; [ ] = remark or other dose. Unless noted, calls follow the shape of the dose curve; as a rule, active = well fitted curve in the direction sought with a large enough effect; inconclusive = small, poorly fitted or top-dose-only effect, or another doubt; inactive = no such curve, though single readings can be large; an effect the other way counts as inactive or inconclusive. Unless noted, % is scaled to controls: 0 for no effect and ±100 for the full control effect.

SMILES | FLuc inh | GPT2 inh | SNCA expr inhib | IP6K1 inh | HEK cytotox | NIH3T3 tox | HEK293 viab
O=C(NCCc1ccc(Cl)cc1)C1CCN(c2nc3ncccc3o2)CC1 | nt | i | -17% | 2 | ? | ? | 7%
COc1ccc(CNCCC(c2ccc(C)cc2)c2ccco2)cc1 (configuration not stated) | nt | nt | -26% | -4 | nt | nt | -29%
CCn1ncc(N2CCCC(CC(=O)NCC3CC3)C2)cc1=O (configuration not stated) | -3% | i | 29% | 1 | -1% | -12% | 2%
COc1cccc(CN2CC[C@@](O)(C3CC3)[C@H](C)C2)c1OC | 4% | -8% | 16% | 4 | -28% | -19% | 2%
CSc1ccc(CCNC(=O)C2=C(C)C(=O)OC23CCCCC3)cc1 | nt | nt | 12% | 4 | nt | nt | 2%
Cn1cnc(S(=O)(=O)N2CCOc3ccc(CN4CCc5ccccc5C4)cc3C2)c1 | -8% | i | 5% | -4 | -26% | -15% | 3%
CC(=O)N1CCN([C@H]2CCN(C(=O)N(C)[C@H](C)c3cc(C(F)(F)F)cc(C(F)(F)F)c3)[C@@H](c3ccc(F)cc3C)C2)CC1 | nt | 1% | nt | 7 | nt | nt | -1%
CCCCNS(=O)(=O)c1ccc2nc(NC(=O)c3cccnc3)sc2c1 | nt | nt | 15% | 11 | nt | nt | -7%
COc1ccc(C2(C(=O)N3CCCN(C)c4ccccc43)CC2)cc1 | -11% | i | ? | 3 | ? | ? | -6%
Cc1cccc(N2CCN(c3nc4ccccc4c(=O)n3-c3ccc(Cl)cc3)CC2)c1C | nt | nt | -5% | 7 | nt | nt | 2%
CCC(=O)N1c2ccc(S(=O)(=O)N3CCN(c4ccccc4Cl)CC3)cc2CC1C (configuration not stated) | nt | nt | 5% | 17 | nt | nt | -1%
O=C(O)COc1ccc(-c2nccc3c2C(=O)N(Cc2cccc(C(F)(F)F)c2)CC(COc2ccccc2)O3)cc1 (configuration not stated) | 1% | ? | -9% | 12 | i | ? | 3%

Five entries from above, sorted by number of heavy atoms, smallest number first.
SMILES | FLuc inh | GPT2 inh | SNCA expr inhib | IP6K1 inh | HEK cytotox | NIH3T3 tox | HEK293 viab
CCn1ncc(N2CCCC(CC(=O)NCC3CC3)C2)cc1=O (configuration not stated) | -3% | i | 29% | 1 | -1% | -12% | 2%
COc1ccc(CNCCC(c2ccc(C)cc2)c2ccco2)cc1 (configuration not stated) | nt | nt | -26% | -4 | nt | nt | -29%
CCCCNS(=O)(=O)c1ccc2nc(NC(=O)c3cccnc3)sc2c1 | nt | nt | 15% | 11 | nt | nt | -7%
CCC(=O)N1c2ccc(S(=O)(=O)N3CCN(c4ccccc4Cl)CC3)cc2CC1C (configuration not stated) | nt | nt | 5% | 17 | nt | nt | -1%
O=C(O)COc1ccc(-c2nccc3c2C(=O)N(Cc2cccc(C(F)(F)F)c2)CC(COc2ccccc2)O3)cc1 (configuration not stated) | 1% | ? | -9% | 12 | i | ? | 3%

Other entries
SMILES | FLuc inh | GPT2 inh | SNCA expr inhib | IP6K1 inh | HEK cytotox | NIH3T3 tox | HEK293 viab
CCC(=O)N1Cc2ccccc2CC2(CCCN2Cc2ccc(OC)cc2)C1 (configuration not stated) | nt | i | 27% | 2 | -27% | -2% | -4%
O=C(NCc1cccs1)c1ccc2c(c1)N(Cc1cccc(F)c1)C(=O)c1ccccc1S2 | nt | nt | -9% | 11 | nt | nt | -3%
Cn1c(=O)c2c(ncn2CC(=O)N2CCCC(Cc3nncn3-c3ccccc3)C2)n(C)c1=O (configuration not stated) | -10% | i | 19% | -2 | 3% | -8% | -18%
COc1ccc(Nc2ncc3c(n2)CCN(Cc2cccc(F)c2F)C3)c(OC)c1 | nt | nt | -6% | 2 | nt | nt | -12%
CNC(=O)[C@@H]1CN(C(=O)Cn2cc(C)cn2)C[C@H]1COC | -7% | i | -10% | 4 | i | -2% | 9%
CC1(C(=O)O)CCN(C(=O)c2ccc(F)cc2)CC1 | nt | -26%[88.5 µM] | 10%[87.6 µM] | -1 | i | i | 4%[87.6 µM]
Fc1ccc(CN2CCCC3(CCN(c4cnccn4)C3)C2)cc1F (configuration not stated) | 0% | 0% | -12% | -2 | -22% | -29% | 3%
Cn1cc(S(=O)(=O)N2CCOCC2)cc1C(=O)Nc1cccc(C#N)c1 | nt | nt | -17% | 0 | nt | nt | 0%
COc1cccc(Nc2ncc(-c3cccc(N(C)C)c3)c3c2OCC3)c1 | ? | 2%[88.5 µM] | 21%[87.6 µM] | 5 | -66%[172 µM] | ? | -2%[87.6 µM]
O=C(C1CCN(c2ncnc3c2nc2n3CCCCC2)CC1)N1CCN(c2ccc(Cl)cc2)CC1 | nt | nt | -2% | -5 | nt | nt | 14%
CC(=O)c1ccc(NC(=O)c2ccc(-n3cnnc3)cc2)cc1 | nt | nt | 1% | -8 | nt | nt | 0%
COc1ccc(-c2cc3nc4c(c(=O)n3[nH]2)CN(C(=O)c2sccc2C)CC4)cc1 | ? | i | -22% | 3 | ? | -12% | 5%
COc1cc(OC)nc(N2C[C@H]3OC(=O)N(CCN4CCCCC4)[C@H]3C2)n1 | -13% | i | -18% | 27 | 16% | i | 5%
Cc1cccc(CN2CCCC(O)(CNCC(C)(C)C)C2=O)c1 (configuration not stated) | 3% | -12% | -1% | -2 | -21% | -21% | 5%
O=C1NCCCCCN(C(=O)Cc2cccnc2)[C@H]2CCC[C@@H]12 | -4% | i | ? | -6 | 0% | -8% | -7%
O=C(c1ccc(C(F)(F)F)cc1)N1CCC(N2CC3CCCN3C2=O)CC1 (configuration not stated) | -3% | i | -13% | 7 | -8% | -11% | 7%
Cc1ccc(Cl)cc1NC(=O)Cn1c(=O)n(Cc2ccc(C(=O)NCc3ccc4c(c3)OCO4)cc2)c(=O)c2ccccc21 | nt | nt | ? | 6 | nt | nt | -15%
CC(=O)c1cccc(NC(=O)c2cc(-c3ccc(Cl)s3)nc3ccccc23)c1 | nt | nt | -19% | -6 | nt | nt | -6%
CCN1CC2(CCN(C(=O)CCn3nnnc3C)CC2)CC1=O | 5% | -4%[11.5 µM] | 2% | -14 | -14% | -1% | -2%
Cc1cccc(CN2CCN(Cc3nc(-c4ccco4)oc3C)C(C)C2=O)c1 (configuration not stated) | 7% | -6%[11.5 µM] | 3% | 19 | -14% | -4% | 0%
COc1ccc(OC)c(CCNC(=O)C(C)n2nc(C)c3c(C)n(-c4ccc(C)cc4)nc3c2=O)c1 (configuration not stated) | nt | nt | ? | 15 | nt | nt | -25%
O=C(C1CCCC1)N1CCOc2ccc(CN3CCc4ccccc4C3)cc2C1 | 1% | i | 11% | -11 | ? | ? | 4%
COc1ccc2c(c1)CN(C(=O)C1CC1)CC[C@H]1COC(=O)N21 | -7%[172 µM] | 5%[88.5 µM] | -2%[87.6 µM] | 0 | i | -4%[138 µM] | 2%[87.6 µM]
CC1CCC(Nc2ncncc2-c2nc(-c3ccccc3)no2)CC1 (configuration not stated) | -18% | i | -21% | -21 | i | -3% | 10%
COC(=O)c1ccccc1NC(=O)CN1C(=O)NC2(CCC(C)CC2)C1=O (configuration not stated) | 0% | i | 21% | -21 | -23% | ? | -9%
O=C(O)CCn1ncc2cc(OC3CCN(C(=O)c4cc(F)ccc4Cl)CC3)ccc21 | 0% | -13% | 28% | -7 | -3% | ? | 1%
CCOc1cc(C(=O)N2CC(=O)Nc3ccc(C)cc3C2c2ccccc2)cc(OCC)c1OCC (configuration not stated) | nt | nt | ? | 6 | nt | nt | 7%
COCCn1c(=O)n([C@H]2CCCN(S(=O)(=O)c3cccc(OC)c3)C2)c2ncccc21 | 8% | -6% | ? | 5 | ? | -26% | 5%
CCCCSc1ncnc2c1sc1nc(N3CCOCC3)c3c(c12)CCCC3 | nt | nt | -14% | -6 | nt | nt | 11%
CN(C)[C@@H]1CN(Cc2cccc(C#N)c2)CC[C@@H]1CNC(=O)C1CC1 | -7% | i | -4% | 6 | -19% | -30% | -17%[12.5 µM]
Cc1ccc(NS(=O)(=O)c2ccc3c(c2)NC(=O)CCS3)cc1C | nt | nt | ? | -7 | nt | nt | 4%
CN1CCN(N)CC1 | nt | -9% | 6%[25.6 µM] | -7 | nt | nt | 14%[23.9 µM]
Cc1ccc(-c2cc(C(=O)Oc3ccccc3Cl)no2)cc1C | nt | nt | 11% | -30* | nt | nt | 0%
COc1ccc(C[C@H](NC(=O)C2=C[C@@H](NC(=O)c3cccnc3)[C@@H](O)[C@H](O)C2)C(N)=O)cc1 | 0% | ? | 4% | 5 | 2% | -1% | 4%
CCOc1ccc(CNC(=O)c2ccc(NC(=O)N3CCCCc4ccccc43)cc2)cc1OC | nt | nt | 5% | -4 | nt | nt | 4%
CCOc1ccc(CN2C(=O)c3ccccc3Sc3ccc(C(=O)NCCc4ccccc4)cc32)cc1 | nt | nt | 7% | 18 | nt | nt | -29%
CN1CCC(N2C[C@@H]3C[C@H]2C(=O)N(Cc2ccc(OC(F)(F)F)cc2)c2ccccc2O3)CC1 | -2% | -12% | 5% | 12 | ? | 40µM* | -5%
COc1ccc(CNC(=O)Cn2nc3n(c2=O)CCCCC3)cc1OC | -11% | -18% | 3% | 2 | -7% | -16% | -7%
CC(C)CCNC(=O)C1CC(=O)N(c2n[nH]c3ccccc23)C1 (configuration not stated) | 13% | 0% | -9% | -6 | 17% | i | 2%
CNC(=O)c1cc(C)nc2onc(C3CCN(C(=O)OC)C3)c12 (configuration not stated) | nt | nt | nt | 10 | 4%[172 µM] | -17%[138 µM] | nt
Cc1cc(C(F)(F)F)nn1CC(=O)N1CCCCCCN(C)C(=O)[C@@H]2CCC[C@@H]21 | 3% | i | 9% | -7 | -18% | -1% | 9%
CCOC(=O)c1ccc(NC(=O)CC2Nc3cccc4cccc(c34)NC2=O)cc1 (configuration not stated) | nt | nt | -5% | -6 | nt | nt | -3%
Cc1nn(C)c2c1c(-c1ccccc1)cc(=O)n2CC(=O)NC(C)c1ccccc1 (configuration not stated) | nt | nt | 25% | 9 | nt | nt | 0%
COc1ccc(NC(=O)C2CCCN(S(=O)(=O)c3ccc(Cl)cc3)C2)cc1 (configuration not stated) | nt | nt | -12% | 25 | nt | nt | -1%
CN(C)c1ccc(NC(=O)CN2C(=O)c3ccccc3Sc3ccc(C(=O)N4CCCC4)cc32)cc1 | nt | nt | -20% | -3 | nt | nt | -24%
CC(=O)OCC(=O)[C@@]1(O)[C@H](C)C[C@H]2[C@@H]3CCC4=CC(=O)C=C[C@]4(C)[C@@]3(F)[C@@H](O)C[C@@]21C | nt | ? | -29%[25.6 µM] | 28&23 | nt | nt | 0%
